GALK inhibitor: galactokinase (human) inhibition; P51570; Purified GALK, Kinase-Glo residual ATP luminescence; Potency, µM (series often up to 57.5 µM), inactives show at the top dose activity change, negative = inhibition, usual class: inhibitors; 270,000 tested, 0.007% active; AID 1868; note: potency is the fitted concentration of half-maximal effect; % is set by controls: 0 for no effect and ±100 for the full control effect
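Quantitative HTS: GALK 5 nM, ATP 35 uM, galactose 100 uM, 1 h room temperature, then luciferase-based ATP detection.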
KCNH2 3.1 inh: inhibitors of human KCNH2 3.1 potassium channel isoform; U2OS KCNH2 3.1, thallium flux FluxOr; stronger effect = lower value; activity change, % (tested at about 1.8 µM); 340,000 tested, 0.95% active; AID 720553;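 active = maximum activity change below -70%; inconclusive = maximum activity change from -70% to -50%; inactive = maximum activity change above -50%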;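 note: thallium influx rate constant from kinetic fluorescence after stimulation buffer; % is set by controls: 0 for no effect and ±100 for the full control effect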
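Normalized rate constant (relative to positive and negative DMSO controls) derived from a 2 min kinetic fluorescence read after stimulation; U2OS cells expressing the 3.1 isoform via virus at 1.77 x 10^8 /mL.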
hERG WT inh: KCNH2 (human, wildtype) channel inhibition | 340,000 tested, 0.37% active | U2OS, BacMam KCNH2, thallium flux FluxOr; stronger effect = lower value | Q12809 | activity change, % at 1.84 µM;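 active = maximum activity change below -70%; inconclusive = maximum activity change between -70% and -50%; inactive = maximum activity change above -50%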; note: % is set by controls: 0 for no effect and ±100 for the full control effect
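U2OS cells were transduced with wild-type KCNH2 virus (2.03 x 10^8 / mL) for 4 h at room temperature, then cultured overnight at 37 C. Thallium flux was read with FluxOr dye. Rate constants were normalized to DMSO controls.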
MBNL1-CUG inh: inhibitors of human MBNL1 binding to CUG repeat RNA. Potency, µM (series often up to 57.5 µM), without a hit: at the highest dose activity change, negative = inhibition, hits mostly inhibitors. TR-FRET MBNL1-His/biotin-(CUG)12 binding, 665/545 ratio. 280,000 tested, 0.036% active. Q9NR56; active = well fitted inhibition curve with a large enough effect in the signal ratio, with a control signal flat, not every such curve was filed as active; inconclusive = small, poorly fitted or top-dose-only effect, or effect the other way, or a change in a side signal; inactive = no such curve, though single readings can be large or run the other way; the % refers to the signal ratio; note: potency is the fitted concentration of half-maximal effect; % is set by controls: 0 for no effect and ±100 for the full control effect
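TR-FRET between His-tagged MBNL1 and biotin-(CUG)12 RNA, detected with Tb anti-His antibody (0.055 ng/ul) and streptavidin-XL665 (5 nM), 60 min at room temperature. Compounds titrated 92 nM to 58 uM; 665/545 nm ratio normalized to buffer and complex controls.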
TRPV1 agonist: human TRPV1 agonism; Q8NER1; TRPV1-expressing cells, Fluo-8 calcium influx, agonist mode; activation, % at 8.33 µM; 320,000 tested, 0.19% active; AID 540275; in the data active = activation above about 80%; inconclusive = between about 30% and that limit; note: 0% is about no effect
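Cells expressing TRPV1 were dye-loaded with Fluo-8 and read kinetically: 10 s baseline, 3 min after compound (agonist portion), then 2 min after EC20 capsaicin (allosteric enhancer portion). Calcium-bound dye fluorescence at 480/520 nm.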
FBPA coupling cs: coupling enzyme interference in Giardia aldolase counter-screen. 290,000 tested, 0.67% active. AID 2472. coupling enzyme system counterscreen, AmpLite Red fluorescence. activity change, negative = inhibition, % at 58.2 µM, hits read low; in the data active = activity change below about -30%; note: % is set by controls: 0 for no effect and ±100 for the full control effect
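Final compound at 57.5 uM, incubated 10 min at RT with coupling enzyme reagent (glyceraldehyde-3-phosphate), then 20 min with substrate and AmpLite Red detection. Fluorescence read at 525/598 nm; tests interference with the coupling assay, not aldolase inhibition.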
CXXC DNA block: MLL CXXC-DNA interaction inhibition; Q03164; MLL-CXXC / FITC-HOXA9 DNA fluorescence polarization; Potency, µM (doses to about 115 µM), inactives show top-dose activity change, negative = inhibition, usual class: inhibitors; 290,000 tested, 0.037% active; AID 2662; active = well fitted inhibition curve with a large enough effect in the polarisation, with a control signal flat, not every such curve was filed as active; inconclusive = small, poorly fitted or top-dose-only effect, or effect the other way, or a change in a side signal; inactive = no such curve, though single readings can be large or run the other way; the % refers to the polarisation; note: potency is the fitted concentration of half-maximal effect
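Fluorescence polarization: 7 uM MLL-CXXC (stock) preincubated 5 min with compounds, then 50 nM fluorescein-HOX-A9 DNA (stock) added; 30 min ambient. Buffer 50 mM Tris-HCl pH 7.5, 50 mM NaCl, 1 mM DTT, 0.05% BSA.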
AT treatment: candidate therapy for ataxia-telangiectasia | AID 485349 | 320,000 tested, 0.19% active | Potency, µM (series often up to 57.5 µM), for the others: top-dose activation, actives largely listed as activators | […] A-T fibroblasts, KAP-1 phosphorylation AlphaLISA; neocarzinostatin DNA damage 30 min before lysis; note: potency is the fitted concentration of half-maximal effect; % of control where 0% means no effect; nearly all actives have a fitted effect of over 45% in size
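hTERT-immortalized A-T patient fibroblasts ([…]), 500 cells/well in OPTI-MEM, 1% FBS, got compounds for 60 min, then NCS for 30 min at 37C. Lysates were then assayed for phospho-KAP-1 by AlphaLISA (anti-pKAP1 donor, anti-KAP1 acceptor beads), 6 hr at 25C.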
ASM inhibitor: blocks human secretory acid sphingomyelinase | P17405 | placental ASM, HMU-PC fluorogenic substrate, 60 min | Potency, µM (titrated, usually from 57.5 µM), for inactives: at the highest dose activity change, negative = inhibition, actives largely listed as inhibitors | 340,000 tested, 0.006% active; note: potency is the fitted concentration of half-maximal effect
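Human placenta-derived ASM preincubated with compound 10 min at room temperature, then reacted with 9 uM (final) fluorogenic HMU-PC substrate for 60 min at 37 C. Stop solution raises pH to 10; fluorescence read at Ex 386/Em 447 nm.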
a7 integrin act: integrin-mediated muscular dystrophy alleviation activation | alpha7betagal myoblasts, beta-gal FDG fluorescence, 48 h | Potency, µM (doses to about 38.3 µM), for inactives: top-dose activation, hits mostly activators | 350,000 tested, 0.064% active | AID 624291;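 note: potency is the fitted concentration of half-maximal effect; 100% = response of the positive control SU9516; nearly all actives have a fitted effect of over 60% in size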
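alpha7betagal+/- myoblasts (passage 13, 250/well) treated 48 h at 37C with compounds at 1:260 dilution of DMSO stock. Lysed, then beta-galactosidase activity read as FDG fluorescence (ex 480/em 540) after 30 min, with pre-read for autofluorescence.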
Active calls of the source: *; ? = inconclusive; · = no result given; [ ] = another dose, or the depositor's remark. Unless noted, calls come from the whole dose curve; as a rule, active = well fitted curve in the direction sought with a large enough effect; inconclusive = small, poorly fitted or top-dose-only effect, or another doubt; inactive = no such curve, though single readings can be large; an effect the other way counts as inactive or inconclusive.

No. | molecule | GALK inhibitor | KCNH2 3.1 inh | hERG WT inh | MBNL1-CUG inh | TRPV1 agonist
1 | COc1ccc(CN(C2CCCC2)S(=O)(=O)c2ccc(-n3cnnn3)c(OC)c2)cc1OC | 0% | -10 | 25 | 4% | 3
2 | C[C@]12c3[nH]c4ccc(Cl)cc4c3CCN1C(=O)[C@@H](CC(=O)NCc1ccco1)C[C@@H]2C(=O)N1CCCCC1 | · | · | 5 | · | ·
3 | COc1cc(/C=C2\C(=N)N3N=C(S(C)(=O)=O)SC3=NC2=O)ccc1OS(=O)(=O)c1ccccc1 | ? | · | · | 2% | 0
4 | CCOc1ccc(Nc2ncnc3c2cnn3C)cc1 | 0% | 4 | 2 | -6% | ?
5 | Cc1ccc(-c2nn(-c3ccccc3)cc2C(=O)N2CCOCC2)cc1 | 6% | 0 | 28 | -4% | ?
6 | C=CCOC(=O)C1=C[C@@H](c2ccc(Br)cc2)[C@H](CCCO)[C@@H](OCC)O1 | -3% | -3 | -6 | -4% | ?
7 | O=C1CCC([N+](=O)[O-])C(C2CC=CCC2)N1 (stereo not given) | · | -1 | -3 | · | ·
8 | O=C(NC(=S)NNC(=O)c1cccs1)c1ccco1 | · | -13 | -13 | 1% | 3
9 | O=C(COC(=O)CNC(=O)c1ccc(Cl)cc1Cl)NC(=O)NC1CCCCC1 | · | -27 | -2 | · | 4
10 | CCN(Cc1ccccc1)Cc1c(C)[nH]c2c(C)c(C)ccc2c1=O | 0% | 10 | 1 | -3% | 0
11 | CC(C)CCNc1nc2c(c(=O)[nH]c(=O)n2C)n1CC(O)COC(C)C (stereo not given) | 0% | -2 | 8 | 0% | 10
12 | COc1ccc(C(=O)Nc2ccccc2C(=O)N/N=C/c2cccc3ccccc23)cc1 | · | -1 | -1 | -7% | -2

No. | FBPA coupling cs | CXXC DNA block | AT treatment | ASM inhibitor | a7 integrin act
1 | 2 | 0% | 1% | -11% | -12%
2 | · | · | 0% | -10% | -13%
3 | · | 16% | -9% | · | ·
4 | 2 | 2% | -10% | -1% | -5%
5 | 3 | -1% | 5% | 1% | 20%
6 | -5 | ? | -10% | -8% | 12%
7 | · | · | · | 11% | ?
8 | -8 | -7% | 6% | 4% | 10%
9 | · | · | -5% | 0% | -3%
10 | 3 | 9% | 0% | -1% | 8%
11 | 2 | 0% | 0% | -2% | -14%
12 | 1 | 31%[activator] | 3% | -13% | -4%

2 entries from above, with tabs:
entry	molecule	GALK inhibitor	KCNH2 3.1 inh	hERG WT inh	MBNL1-CUG inh	TRPV1 agonist	FBPA coupling cs	CXXC DNA block	AT treatment	ASM inhibitor	a7 integrin act
4	CCOc1ccc(Nc2ncnc3c2cnn3C)cc1	0%	4	2	-6%	?	2	2%	-10%	-1%	-5%
5	Cc1ccc(-c2nn(-c3ccccc3)cc2C(=O)N2CCOCC2)cc1	6%	0	28	-4%	?	3	-1%	5%	1%	20%

Further entries
No. | molecule | GALK inhibitor | KCNH2 3.1 inh | hERG WT inh | MBNL1-CUG inh | TRPV1 agonist
13 | COc1ccc(/C=N/Nc2nc(=O)[nH]nc2C)cc1[N+](=O)[O-] | 0% | 5 | -5 | ? | -1
14 | COc1cc(Cl)cc2c1Sc1ccccc1/C2=C/CCN(C)C | -3% | ? | -26 | ? | 13
15 | Cc1nnc(-n2cnc3ccccc32)c2ccccc12 | 0% | -18 | -8 | 8% | 1
16 | CCOCCn1c(SC(C)C(C)=O)nc2c1c(=O)[nH]c(=O)n2C (stereo not given) | 5% | -1 | -1 | -5% | 1
17 | Cc1nccn1S(=O)(=O)c1ccc(Br)cc1Br | 0% | -15 | -8 | 10% | 2
18 | S=c1[nH]nc(CSc2nc3ccccc3s2)o1 | 2% | -14 | -1 | -5% | 0
19 | CCc1ccccc1NC1c2ccccc2C(=O)N1c1cc(C)ccn1 (stereo not given) | -1% | 10 | 16 | -5% | 5
20 | O=C(Nc1ccc2c(c1)OCO2)c1ccc2nc[nH]c2c1 | -1% | -1 | 3 | 2% | -3
21 | CC1CCC/C(=N\NC(=O)c2ccncc2)C1 (stereo not given) | 2% | 0 | 22 | -12% | 18
22 | Cc1ccsc1C1C(C#N)=C(N)OC2=C1C(=O)CC(C)C2 (stereo not given) | 7% | -5 | 1 | -13% | 1
23 | Cc1ccc(-c2nn(-c3ccc(F)cc3)cc2C(=O)NCC2CCCO2)cc1 (stereo not given) | · | 7 | -3 | · | ?
24 | COc1cc2[nH]c(=O)n(Cc3ccc(C(=O)NCC4CCCO4)cc3)c(=O)c2cc1OC (stereo not given) | -1% | 1 | -10 | -12% | -1

No. | FBPA coupling cs | CXXC DNA block | AT treatment | ASM inhibitor | a7 integrin act
13 | -1 | 12% | -4% | -4% | 7%
14 | 0 | 23% | 6% | -1% | -56%[inhibitor]
15 | 0 | 10% | -2% | -1% | -9%
16 | -1 | 7% | 9% | 1% | -20%
17 | -2 | 1% | -4% | 0% | 11%
18 | 12 | 6% | 6% | 2% | 0%
19 | 0 | -1% | 1% | -2% | -18%
20 | -7 | 18% | 2% | -2% | 1%
21 | 0 | 10% | -3% | 3% | 1%
22 | -3 | -1% | -4% | -8% | 9%
23 | · | · | 8% | -2% | 29%
24 | 1 | 4% | 3% | 1% | -5%

New compounds follow
No. | molecule | GALK inhibitor | KCNH2 3.1 inh | hERG WT inh | MBNL1-CUG inh | TRPV1 agonist
25 | COc1cc(C2c3cc4c(cc3C(OC3OC5COC(c6cccs6)OC5C(O)C3O)C3COC(=O)C23)OCO4)cc(OC)c1O (stereo not given) | · | -10 | -7 | -2% | -2
26 | O=[N+]([O-])c1ccccc1C=NN1CCCCCC1 | · | 7 | -1 | · | ·
27 | CCCCn1c(N)c(N(CCC(C)C)C(=O)CC2CCCCC2)c(=O)[nH]c1=O | · | 4 | -2 | · | 6
28 | O=C(NC(=S)Nc1ccccc1[N+](=O)[O-])c1ccco1 | -2% | -11 | -12 | ? | -1
29 | Cc1ccc(-n2c(SCC(=O)Nc3cccc(S(=O)(=O)NC4=NCCCCC4)c3)nc3ccccc3c2=O)cc1C | 0% | 8 | -6 | 12% | 0
30 | O=C(Nc1ccc(Cl)cc1)Nc1ccccc1NS(=O)(=O)c1cccs1 | 1% | · | 20 | -25% | 2
31 | CCOC(=O)N1CCC(N2Cc3cccc(C(=O)N4CC(C)CC(C)C4)c3C2=O)CC1 (stereo not given) | · | 13 | 0 | -10% | -4
32 | CCN(CC(=O)Nc1ccc(NC(C)=O)cc1)C(=O)C1COc2ccccc2O1 (stereo not given) | 3% | 2 | -2 | 1% | 0
33 | CCCCC(=O)N1CCCC(c2nc3c(nnn3Cc3cc(C)ccc3C)c(=O)[nH]2)C1 (stereo not given) | 7% | -21 | 8 | -4% | 1
34 | NCc1cccc(CNc2ccc([N+](=O)[O-])cc2C(N)=O)c1 | · | 7 | 12 | · | 2
35 | Cc1noc(NS(=O)(=O)c2ccc(N/C=C/C(=O)c3ccc4c(c3)OCO4)cc2)c1C | -5% | 1 | 0 | ? | 0
36 | COCCn1c(SCC(=O)NC(=O)NC2CCCCC2)nc2ccccc2c1=O | · | -6 | -3 | · | ·

No. | FBPA coupling cs | CXXC DNA block | AT treatment | ASM inhibitor | a7 integrin act
25 | -4 | 5% | 35µM* | -13% | ·
26 | · | · | · | -7% | 0%
27 | · | · | -1% | 0% | 24%
28 | 0 | -1% | 3% | -1% | -20%
29 | 1 | 10% | -5% | 0% | ?
30 | 4 | -1% | 10% | -19% | 2%
31 | 3 | 3% | 4% | 1% | 19%
32 | · | 0% | 0% | -1% | 15%
33 | 5 | 5% | 4% | -3% | -1%
34 | · | · | ? | -15% | 32%
35 | · | -25% | 0% | 11% | -11%
36 | · | · | -2% | -3% | -30%

(cont.)
No. | molecule | GALK inhibitor | KCNH2 3.1 inh | hERG WT inh | MBNL1-CUG inh | TRPV1 agonist
37 | CCOC(=O)NC(=O)/C(C#N)=C\Nc1ccc(Cl)cc1Cl | -1% | -9 | 8 | · | 2
38 | COc1cc2ccccc2cc1C(=O)NC(=S)Nc1cccc(C(=O)O)c1C | 3% | -26 | -7 | 8% | -3
39 | O=C(O)c1cccc(NC2=C(Cl)C(=O)c3ccccc3C2=O)c1 | -2% | -1 | -3 | ? | 3
40 | N=C(N)SCP(=O)(c1ccccc1)c1ccccc1 | 3% | -8 | -5 | -4% | -3
41 | O=C(CN1CCN(c2ccccc2F)CC1)c1ccc2cc[nH]c2c1 | 0% | -15 | -4 | -2% | ·

No. | FBPA coupling cs | CXXC DNA block | AT treatment | ASM inhibitor | a7 integrin act
37 | 5 | 4% | 1% | -1% | 21%
38 | 10 | 6% | -11% | 9% | -13%
39 | -19 | ? | ? | -4% | -42%
40 | 3 | -5% | -15% | 4% | -29%
41 | 0 | 17% | 2% | 18% | -6%
